Screening data: PubChem, several laboratories
HSF1 inhib: HSF1 inhibitors in luciferase reporter cells, primary screen, cell-based, NIH3T3, luminescence. NIH3T3-HGL HSE-luciferase, MG132-induced, luminescence 8 h; active compounds read low. activity change, negative = inhibition, % at 7.5 µM (by protocol). actives 0.77% (n = 300,000). AID 2098, 2009;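 active = more than half of replicate wells show activity change below -50%, luminescence cut by over half; inconclusive = some wells, but at most half, below -50%; inactive = no replicate well below -50%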;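 also: luciferase reports HSF-1 transcriptional activity via heat shock element; 0% = median of DMSO wells and -100% = zero luminescence signal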
Platelet DG rel: inhibitors of platelet dense granule secretion, primary screen, cell-based, MLPCN, human platelets. human platelet-rich plasma, SFLLRN dense granule ATP release, luminescence. inhibition, %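 (compounds screened at 7.5 µM in platelet-rich plasma)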. actives 0.22% (n = 300,000);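 active = mean replicate score, as percent of positive control, at or above 50; inconclusive = mean below 50 but at least one replicate at or above 50; inactive = mean and every replicate below 50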
KLF5 inh: KLF5 expression inhibitors, primary screen, DLD-1 cells, luminescence; DLD-1 KLF5 promoter-luciferase reporter; inhibition, % at 5 µM; actives 0.23% (n = 290,000);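 active = inhibition above a per-plate limit of that plate's mean compound inhibition plus 3 SD, cut at about 60% in these data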;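 also: 0% = DMSO wells and 100% = LY294002 at 200 µM; higher means less KLF5 promoter-driven luciferase light; inactives centre near -14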
GSK3 alpha inh: blockers of GSK3A enzyme activity – biochemical, luminescence, cell-free homogeneous, HTS, primary screen; Glycogen synthase kinase-3 alpha (Homo sapiens), P49840; GSK-3 alpha kinase, ADP-Glo luminescence, 60 min; inhibition, % at 10 µM; actives 0.1% (n = 320,000);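 in the data active = inhibition above about 50%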;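 also: GST-tagged GSK-3 alpha with peptide substrate and 25 µM ATP; 0% = DMSO neutral wells and 100% = GW8510 positive control wells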
Target sequence (P49840 whole entry, looked up): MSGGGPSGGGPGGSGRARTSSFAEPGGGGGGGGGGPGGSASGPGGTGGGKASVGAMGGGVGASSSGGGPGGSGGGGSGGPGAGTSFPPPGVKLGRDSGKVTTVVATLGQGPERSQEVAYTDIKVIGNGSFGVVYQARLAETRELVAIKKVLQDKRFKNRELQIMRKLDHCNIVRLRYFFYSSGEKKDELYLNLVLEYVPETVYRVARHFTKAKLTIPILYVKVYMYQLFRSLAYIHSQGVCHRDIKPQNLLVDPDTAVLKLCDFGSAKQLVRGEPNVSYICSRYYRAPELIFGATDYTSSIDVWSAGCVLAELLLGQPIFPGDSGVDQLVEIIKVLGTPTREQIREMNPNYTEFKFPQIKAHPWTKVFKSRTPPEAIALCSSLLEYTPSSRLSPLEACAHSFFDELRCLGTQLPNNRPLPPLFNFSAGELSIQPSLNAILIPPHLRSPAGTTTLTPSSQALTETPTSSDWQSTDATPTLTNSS
IEC-6 cytotox: cytotoxicity in IEC-6 intestinal epithelial cells, primary screen, cytotoxicity control for KLF5 inhibitor project, cell-based, luminescence | actives 0.78% (n = 290,000) | inhibition, % at 5 µM | AID 1825, 2009 | IEC-6 cytotoxicity, luminescence viability; in the data active = inhibition above about 22%;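 also: 0% = plate median of test compound wells and 100% = cytotoxic reference compound wells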
GSK3B inh: human GSK3beta kinase inhibitors, primary screen, biochemical, cell-free homogeneous, HTS. Glycogen synthase kinase-3 beta (Homo sapiens), P49841. AID 2097, 2009. activity score (negative = inhibition), % at 10 µM. actives 0.038% (n = 300,000). GST-GSK3beta kinase, ADP-Glo luminescence, 60 min; active compounds read low;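 active = more than half of replicate wells score below -50%, meaning over 50% inhibition versus plate controls; inconclusive = some replicates but at most half score below -50%; inactive = no replicate scores below -50%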;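 also: 0% = median DMSO wells and -100% = median GW8510 positive control wells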
Target sequence (P49841 whole entry, looked up): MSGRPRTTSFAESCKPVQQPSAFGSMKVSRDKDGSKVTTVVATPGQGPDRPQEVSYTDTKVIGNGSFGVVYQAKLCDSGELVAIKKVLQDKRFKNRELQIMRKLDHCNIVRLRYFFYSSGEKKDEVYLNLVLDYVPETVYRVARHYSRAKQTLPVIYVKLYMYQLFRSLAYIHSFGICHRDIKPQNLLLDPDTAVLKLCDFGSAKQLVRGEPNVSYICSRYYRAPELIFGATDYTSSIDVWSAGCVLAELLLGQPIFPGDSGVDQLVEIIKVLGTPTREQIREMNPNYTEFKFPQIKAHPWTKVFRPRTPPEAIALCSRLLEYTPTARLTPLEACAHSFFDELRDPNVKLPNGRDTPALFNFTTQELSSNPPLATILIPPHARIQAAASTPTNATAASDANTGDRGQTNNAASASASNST
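Assay system: GST-fused GSK3beta enzyme, cell-free / Medium: Tris pH 7.5 buffer with MgCl2, DTT, BSA, heparin / Also added: peptide substrate plus 25 µM ATP (final) / Compound: 10 µM single point / Timing: kinase reaction with compound 60 min at room temperature / Detection: ADP-Glo luminescence / Benchmarks: DMSO neutral wells and GW8510 at 20 µM as positive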
aSyn 5UTR inh: MLPCN primary screen, SNCA 5' untranslated region; alpha-synuclein 5'UTR reporter, inhibitor activity; AID 1813, 2009; inhibition, % (tested at 7.5 µM); actives 0.82% (n = 300,000); in the data active = inhibition above about 60%; inconclusive = no clear call, values can overlap the other calls;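 also: H4 neuroglioblastoma cells stably carrying SNCA 5'UTR luciferase fusion; 0% = DMSO wells and 100% = positive control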
HSF1 activator: HSF-1 activators, primary screen, NIH3T3-HGL cells, MG132 stress, luminescence, single point; NIH3T3-HGL HSF-1 luciferase reporter, 8 h; 100% = twice DMSO control signal; activation, % at 9 µM; actives 1.7% (n = 300,000);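 active = mean replicate activation of at least 50% with a set share of replicates each reaching 50%; inconclusive = only one of those two conditions met; inactive = mean below 50% and too few replicates reaching it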;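 also: 0% = median of the neutral control wells and 100% = twice that signal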
HSP90 refold inh: HSP90 inhibitors, primary screen, cell lysate, luminescence | Heat shock protein HSP 90 (rabbit reticulocyte lysate; luciferase refolding) | Rabbit reticulocyte lysate, luciferase refolding luminescence, 3 h | inhibition, % at 5.6 µM | actives 0.91% (n = 290,000);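 active = inhibition above the screen-wide mean plus 3 SD, computed separately per campaign, cut at about 16% in these data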;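 also: 0% = DMSO wells and 100% = 60 µM geldanamycin wells; inhibitors lower the luminescence because luciferase stays unfolded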
DYRK1A inh: rat Dyrk1A kinase inhibitors, primary screen, biochemical, single point, plate reader | ADP-Glo luminescence, NFATc1 peptide | inhibition, % at 12.5 µM | actives 0.43% (n = 310,000) | AID 504441, 2011; in the data active = inhibition above about 50%;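 also: plate controls were vehicle with enzyme for no effect and no enzyme for full effect; many of its hits are not listed in these tables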
Starred values were filed as active, the others as inactive; ? = inconclusive; nt = no result given; & = joins results of further samples.

The line under a structure holds: HSF1 inhib | GSK3 alpha inh | DYRK1A inh | HSP90 refold inh | Platelet DG rel | HSF1 activator | aSyn 5UTR inh | IEC-6 cytotox | KLF5 inh | GSK3B inh
1) CC(C)NC(=O)NC(=O)CSc1ncc(C(F)(F)F)cc1Cl
 : 20 | -1 | 1 | 0 | 13 | 32 | 12 | -1 | -25 | -1
2) Cc1ccc(NC(=O)Nc2nnc(-c3ccncc3)s2)cc1C
 : -2 | -1 | 14 | -5 | -4 | -11 | -61 | 2 | -78 | -1
3) Cc1cccc(NC(=O)CN(CCc2ccccc2)S(C)(=O)=O)c1
 : -1 | 4 | 1 | -3 | 0 | 3 | 6 | 1 | -28 | -13
4) Cc1ccc(NC(=O)c2cccnc2)cc1S(=O)(=O)N1CCOCC1
 : -2 | -3 | 1 | nt | -1 | -7 | 10 | nt | nt | 0
5) CC(C)(C)NC(=O)c1ccc2c(c1)CCO2
 : -1 | -2 | -1 | 1 | 0 | 3 | 6 | -2 | -10 | 1
6) Cc1ccc(C)c(N2CCN(C(=O)CSc3ccsc3[N+](=O)[O-])CC2)c1
 : -3 | -1 | 8 | -1 | -12 | -1 | 37 | -5 | 6 | 0
7) O=C(N[C@H]1CCCCNC1=O)c1cc(COc2ccc(F)cc2F)on1
 : 4 | -1 | -1 | -7 | -5 | 12 | -33 | 2 | -43 | 2
8) COc1ccc(NC2c3ccccc3C(=O)N2c2ccccn2)cc1Cl (stereo not drawn)
 : 2 | -1 | -1 | 3 | 0 | -5 | 1 | 0 | -35 | 1
9) COC(=O)C1=C(N)n2c(s/c(=C\c3cccnc3)c2=O)=C(C(=O)OC)C1c1cccnc1 (stereo not drawn)
 : 2 | nt | nt | -2 | 26 | -8 | 9 | -5 | -16 | 3
10) COc1ccc(C(CNC(=O)c2ccc(OCC3CCCO3)cc2)N2CCOCC2)cc1 (stereo not drawn)
 : -2 | -1 | -1 | -1 | 1 | -5 | 11 | -8 | 27 | -2
11) O=C(Nc1ccc(F)cc1F)c1ccc2c(c1)OCCO2
 : 18 | 5 | 8 | 23* | 33 | 25 | -23 | 3 | -34 | -3
12) Cc1nc(NC(=O)c2cc(-n3cnnc3)ccc2Cl)ccc1Br
 : -1 | 0 | 3 | 2 | -2 | 9 | 21 | -4 | -12 | 0
13) CC(=O)CSc1ncnc2nc[nH]c12
 : -5 | -1 | 1 | 5 | -3 | 3 | -2 | 13 | -18 | 0
14) O=C(COc1ccc([N+](=O)[O-])cc1)NNC(=O)c1cccnc1
 : -1 | -2 | -4 | -2 | 3 | -2 | -2 | -5 | -14 | 2
15) O=C(NC1CCCC1)C(NS(=O)(=O)c1cccc2nsnc12)c1ccccc1 (stereo not drawn)
 : 4 | -2 | 8 | 0 | 9 | 18 | -3 | 0 | -15 | 3
16) CCCNC(=O)Cn1sc2nc(C)cc(C)c2c1=O
 : 4 | -1 | -3 | -1 | 6 | 14 | 2 | 6 | -29 | -1
17) Cc1ccc(OCc2nnc(SCC(=O)CC(=O)Nc3ccccc3)o2)cc1
 : 6 | -2 | -2 | 1 | -3 | 3 | -33 | -3 | -37 | 1
18) O=C(Cc1cccs1)N1CCN=C1SCc1ccccc1Cl
 : -6 | 5 | nt | 1 | -9 | -3 | -4 | -2 | -20 | 2
19) Cc1ccc(S(=O)(=O)N2CCN(CC(=O)N/N=C\c3ccc(O)c(O)c3)CC2)cc1
 : -6 | 4 | 5 | -8 | -3 | -14 | 7 | -6 | 10 | 0
20) CCC1(CC)NC(=O)N(CC(=O)OC(C)C(=O)Nc2ccccc2OC)C1=O (stereo not drawn)
 : 5 | 0 | -1 | nt | 4 | 0 | 16 | nt | nt | 0
21) Cc1ccc(CSc2ncn(-c3ccccc3)n2)cc1
 : 22 | -3 | 7 | 2 | 28 | 22 | -49 | 2 | -16 | -1
22) OC1C(O)C(O)C(O)C(O)C1O (stereo not drawn)
 : -5&2&-2 | -2&-3&1 | -4&7&5 | nt | 0&-1&0 | -1&8&2 | 11&-4&0 | nt | nt | 1&2&2
23) COc1ccc(N2CCN(C(c3ccccc3)c3nnnn3Cc3ccc(F)cc3)CC2)cc1 (stereo not drawn)
 : 19 | -1 | -1 | -1 | -8 | 18 | -8 | 4 | -16 | 5
24) O=C(CN1C(=O)NC2(CCCCC2)C1=O)Nc1ccccc1N1CCCC1
 : -1 | -1 | -5 | nt | -6 | -2 | 1 | nt | nt | nt
25) O=C(NC(Cc1ccccc1)C(=O)O)C1CCN(S(=O)(=O)c2ccccc2C(F)(F)F)CC1 (stereo not drawn)
 : 1 | -2 | 6 | 6 | -7 | 6 | -18 | -5 | -11 | 2
26) CCOC(=O)C1=C(C)N=c2s/c(=C/c3cccc([N+](=O)[O-])c3O)c(=O)n2C1c1ccccc1 (stereo not drawn)
 : -4 | -1 | 4 | 0 | 7 | 7 | 11 | -2 | -22 | 1
27) Cc1cc(C(=O)Nc2ccc3c(c2)OCCO3)ccc1[N+](=O)[O-]
 : 5 | 3 | 15 | 28* | 10 | 25 | 8 | -3 | 2 | -2
28) CNc1ccc(Cl)nn1
 : -2 | 0 | 1 | -5 | 0 | 6 | -10 | -6 | 1 | 0
29) CCC(Oc1cccc(Cl)c1)C(=O)N1CCCN(C)CC1 (stereo not drawn)
 : -4 | -1 | 0 | -3 | -7 | -4 | 2 | -2 | -30 | 0
30) O=C(CN1C(=O)C2CCCCC2C1=O)N1CCN(c2ncccn2)CC1 (stereo not drawn)
 : -2 | 3 | 1 | -1 | -5 | 4 | -15 | -7 | -46 | 0
31) O=C(O)CCC(=O)N(Cc1ccccc1)Cc1ccccc1
 : 4 | -1 | 2 | -1 | -2 | 13 | 21 | 11 | -9 | 1
32) C#Cc1ccc([C@@H]2C=C(C(=O)N3CCN(Cc4ccccc4)CC3)O[C@H](OCC)[C@H]2CCCO)cc1
 : -11 | -2 | -2 | 4 | -3 | -26 | 31 | -7 | -7 | -1
33) NC(=NCCc1c[nH]c2ccccc12)NC(=O)c1ccc(F)cc1
 : 0 | 5 | 14 | 2 | 3 | 5 | -18 | 6 | -5 | 0
34) COc1cc(S(=O)(=O)NCCc2ccc3c(c2)OCO3)ccc1-n1cnnn1
 : -2 | -2 | -3 | 0 | 2 | -2 | 8 | 1 | -17 | 0
35) Cn1c(SCc2ccc(F)cc2)nnc1-c1ccccn1
 : 1 | 1 | -2 | -3 | 3 | 20 | -168 | -5 | -101 | 0
36) N#CC1=C(N)NC(SCc2ccccc2)=C(C#N)C12CCCCC2
 : 2 | 2 | -4 | 4 | -3 | 9 | 4 | 4 | -8 | 4
37) O=C(O)C(Cc1ccccc1)N1C(=O)C2CCCCC2C1=O (stereo not drawn)
 : 12 | -8 | 1 | 3 | -7 | 9 | 9 | -4 | -24 | 1
38) CS(=O)(=O)N(CC(=O)NN=C1CCCCCC1)c1ccc(Oc2ccccc2)cc1
 : -1 | 4 | 0 | 0 | 3 | 12 | 2 | -2 | 6 | 0
39) CCOc1ccc(C(=O)NC(=S)Nc2ccc(N3CCCCC3)cc2)cc1[N+](=O)[O-]
 : -10 | -2 | 2 | 0 | -2 | -14 | 3 | 3 | -12 | 2
40) Cc1ccc(S(=O)(=O)/C(C#N)=C/c2c(N3CCN(Cc4ccccc4)CC3)nc3ccccn3c2=O)cc1
 : -8 | -1 | -1 | 2 | 2 | -7 | 3 | -8 | -8 | -1
41) CCCCNCc1cc2ccccc2o1
 : -7 | 0 | 4 | 3 | 3 | 6 | 4 | 0 | 6 | 2
42) O=c1c2cc3c(=O)n(CC4CCCO4)c(=O)c3cc2c(=O)n1CC1CCCO1 (stereo not drawn)
 : 0 | 0 | 3 | 0 | -6 | -9 | 7 | 0 | -8 | 2
43) N#C/C(=C\c1ccc(OCC(N)=O)cc1)S(=O)(=O)c1ccccc1
 : -3 | 0 | 15 | 1 | -3 | 5 | 29 | -3 | -2 | -1
44) CC(C)C(OC(=O)c1cccs1)C(=O)NCc1ccco1 (stereo not drawn)
 : -3 | -1 | -12 | 5 | -3 | -16 | -13 | 8 | 1 | -8
45) Cc1ccc(S(=O)(=O)Nc2ccc(-n3c(C)nc4ccccc4c3=O)cc2)cc1
 : 0 | 0 | -1 | nt | 0 | -8 | 4 | nt | nt | -4
46) CCNC(=S)N/N=C/c1cn(Cc2ccccc2F)c2ccccc12
 : 8 | -5 | 0 | 0 | -21 | 9 | ? | 11 | 6 | 2
47) COC(=O)c1c(NC(=O)CCc2ccc(C)o2)sc(C)c1C
 : 31 | -1 | -1 | 1 | -7 | 35 | 29 | 2 | 3 | 3
48) O=C(NCCc1ccccc1C(F)(F)F)C1CCC(=O)N(C2CC2)C1 (stereo not drawn)
 : 2 | 0 | -9 | 4 | 14 | 0 | 15 | 2 | -19 | -2
49) COc1ccc([N+](=O)[O-])cc1NC(=O)C(C)OC(=O)/C=C/c1ccco1 (stereo not drawn)
 : 6 | -1 | -1 | -3 | -4 | 7 | -14 | -4 | -18 | 3
50) COc1ccc(NC(=O)c2c(-c3ccccc3Cl)noc2C)c(OC)c1
 : 18 | 0 | -4 | 4 | 2 | 3 | 41 | 10 | 7 | 2
51) CSc1nc2cc(Cl)ccc2s1
 : -1 | -5 | -2 | -2 | 0 | 7 | 10 | -3 | -21 | -1
52) CC1CC(Nc2ccccc2)c2ccccc2N1C(=O)c1ccco1 (stereo not drawn)
 : 12 | 0 | 7 | 5 | 8 | 13 | -32 | 1 | 1 | 7
53) COc1cc(OC)c(NC(=S)Nc2cccc(C)c2)cc1Cl
 : -7 | -1 | 6 | -3 | -4 | -12 | -15 | 2 | -12 | 1
54) C[N+]1(CC2COC3(CCCCC3)O2)CCCC1 (stereo not drawn)
 : -4 | -3 | nt | 1 | -8 | 31 | 1 | 7 | -24 | 1
55) COc1cccc(N2CCN(C(=O)c3cc4c(s3)-c3ccccc3OC4)CC2)c1
 : 2 | -2 | 0 | 3 | -1 | 2 | -2 | -3 | -5 | 1
56) Cn1c(N)c(C(=O)COC(=O)c2ccc(Br)o2)c(=O)n(C)c1=O
 : 4 | 0 | -4 | -1 | 11 | 0 | -1 | -2 | -22 | 0
57) CN1CCCN(S(=O)(=O)c2ccc(O)c(C(=O)O)c2)CC1
 : 6 | -3 | 0 | 3 | 4 | -8 | -4 | 1 | -5 | 3

These rows are one share of the data; the hit share may differ from the screen's.
